Source: PubChem (several laboratories)
NPR1 activator: GC-A (human) enzyme activation; 370,000 tested, 0.14% active; HEK293 GC-A cells, cGMP TR-FRET, EC30 ANP; 0% at EC30 ANP, 100% saturating ANP; activation, % at 10 µM; AID 1671463; in the data active = activation above about 40%
KLK7 zymogen act: activates the human kallikrein-7 zymogen; 370,000 tested, 0.9% active; purified proKLK7, EDANS-DABCYL substrate fluorescence; 100% is mature enzyme control, 0% vehicle; activation, % at 7 µM;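 active = activation above the mean of all tested compounds plus 3 SD, computed per campaign excluding outliers beyond control limits, cut at about 13% in these data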
Target sequence (P49862 whole entry, looked up): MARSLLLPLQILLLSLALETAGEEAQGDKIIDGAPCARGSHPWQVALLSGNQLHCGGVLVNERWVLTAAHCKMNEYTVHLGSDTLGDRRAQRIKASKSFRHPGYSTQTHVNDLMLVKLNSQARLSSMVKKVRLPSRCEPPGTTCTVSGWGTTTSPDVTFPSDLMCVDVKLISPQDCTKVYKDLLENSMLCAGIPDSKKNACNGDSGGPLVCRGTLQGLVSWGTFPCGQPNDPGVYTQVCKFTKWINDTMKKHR
ssDAF-12 act: activates DAF-12 receptor from parasite S. stercoralis; HEK293 ssDAF-12/GRIP1 lit1-tk-luc reporter, luminescence; % of 3 µM dafachronic acid response; activation, % at 6.8 µM; 370,000 tested, 1% active;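 active = activation above the mean over all tested compounds plus 3 SD, cut at about 0.9% in these data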;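 also: 0% = DMSO-only wells and 100% = 3 µM delta7-dafachronic acid wells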
DAX1 inh-1: inhibitors of human orphan nuclear receptor DAX1 (NR0B1); 340,000 tested, 0.99% active; inhibition, % at 6.75 µM; HEK293 Gal4-DAX1 luciferase reporter, luminescence; AID 504766; P51843;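 active = inhibition above the mean over all tested compounds plus 3 SD, cut at about 4.2% in these data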;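 also: 0% = DAX1-transfected cells with DMSO and 100% = empty-vector control cells with DMSO; inhibition shows as a rise in luminescence from relieved DAX1 repression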
Target sequence (P51843 207-470 limits assumed): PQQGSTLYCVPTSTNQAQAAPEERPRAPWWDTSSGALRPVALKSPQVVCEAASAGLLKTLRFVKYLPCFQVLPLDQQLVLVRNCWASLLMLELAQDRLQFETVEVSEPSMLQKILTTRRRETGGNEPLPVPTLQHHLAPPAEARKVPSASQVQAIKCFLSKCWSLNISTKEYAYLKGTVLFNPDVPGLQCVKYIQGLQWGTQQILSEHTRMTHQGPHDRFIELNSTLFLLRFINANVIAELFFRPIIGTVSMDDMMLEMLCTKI
FXN GAA850 act: increases GAA850 frataxin promoter reporter activity. HEK293 lucGAA850 FXN promoter luciferase reporter, 24 h; percent of 10 µM SAHA response. activation, % at 6 µM. 360,000 tested, 0.56% active. AID 540364;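 active = activation above the average of all compounds screened plus 3 SD, cutoff fixed separately per campaign, cut at about 7.5% in these data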;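 also: 0% = DMSO wells and 100% = 10 µM SAHA wells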
sPLA2-III inh: Blocks human group III sPLA2 activity. 370,000 tested, 0.56% active. QFRET BODIPY PC-A2 liposome hydrolysis, fluorescence. inhibition, % at 12.2 µM. AID 743126. Q9NZ20;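 active = inhibition above mean plus 3 SD of compounds lying within the high and low control bounds, cut at about 19% in these data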;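 also: 0% = median of test compound wells and 100% = no enzyme DMSO wells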
Target sequence (Q9NZ20 whole entry, looked up): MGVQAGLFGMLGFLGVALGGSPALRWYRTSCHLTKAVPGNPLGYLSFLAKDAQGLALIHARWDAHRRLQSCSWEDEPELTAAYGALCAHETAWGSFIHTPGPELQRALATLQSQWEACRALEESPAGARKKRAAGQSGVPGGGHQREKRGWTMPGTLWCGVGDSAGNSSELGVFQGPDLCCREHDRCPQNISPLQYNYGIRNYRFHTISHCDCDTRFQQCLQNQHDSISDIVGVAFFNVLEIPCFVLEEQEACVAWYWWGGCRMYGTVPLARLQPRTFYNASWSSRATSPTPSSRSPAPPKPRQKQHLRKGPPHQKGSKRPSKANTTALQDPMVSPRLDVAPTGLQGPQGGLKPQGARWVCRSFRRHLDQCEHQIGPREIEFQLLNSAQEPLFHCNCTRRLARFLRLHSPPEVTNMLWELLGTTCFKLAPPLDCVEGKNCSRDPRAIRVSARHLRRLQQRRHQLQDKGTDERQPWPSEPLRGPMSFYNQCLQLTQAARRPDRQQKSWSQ
hcDAF-12 act: activates DAF-12 receptor from parasite H. contortus. 370,000 tested, 1.4% active. activation, % at 6.8 µM. HEK293 hcDAF-12 lit1-tk-luc reporter, luminescence; 0% DMSO, 100% Δ7-dafachronic acid;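 active = activation above the mean of all tested compounds plus 3 SD, cut at about 5.5% in these data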;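 also: 100% = response to 3 µM Δ7-dafachronic acid high control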
NPR2 activator: GC-B (human) receptor activation | P20594 | HEK293-GC-B cells, CNP EC30, cGMP TR-FRET; 0% at EC30 CNP, 100% saturating CNP | activation, % at 10 µM | 370,000 tested, 0.11% active | AID 1920062;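 active = activation at 10 µM reaching about 35% in either raw or pattern-adjusted values, limit read from the data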
hgDAF12 agonist: hgDAF-12 agonism, primary luciferase screen; AID 687014; HEK293 GAL4-hgDAF12 UAS-luciferase reporter, agonist luminescence; normalized to butyrate control; 370,000 tested, 1.8% active; activation, % at 6.8 µM;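 active = activation above a cutoff set at the mean of all screened compounds plus 3 SD, cut at about 10% in these data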;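 also: 0% = DMSO wells and 100% = sodium butyrate wells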
SMARCA2 activ: increases SMARCA2 function in MMTV reporter cells. 370,000 tested, 1% active. AID 652017. activation, % at 9.1 µM. MG213 cells, MMTV-luciferase reporter, dexamethasone, overnight; in the data active = activation above about 7.8%;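 also: 0% = vehicle wells and 100% = reference activator wells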
DAX1 inh-2: DAX1 (NR0B1) inhibition, primary screen | HEK293T StAR-luciferase reporter, SF-1/DAX-1 repression relief | inhibition, % at 6.8 µM | 370,000 tested, 1.1% active | AID 652010;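 active = inhibition above the mean over all tested compounds plus 3 SD, cut at about 3.6% in these data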;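 also: 0% = DAX-1 cells with DMSO and 100% = cells lacking DAX-1 with DMSO; higher inhibition means more luminescence from relief of DAX-1 repression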
An asterisk follows results filed as active. Rows are unselected; overall some 6.7% were active at least once.

Cc1cc(C)cc(-n2nnc3ccccc3c2=O)c1 was read as NPR1 activator -1, KLK7 zymogen act 0.7, ssDAF-12 act -0.5, DAX1 inh-1 -0.8, FXN GAA850 act -0.4, sPLA2-III inh 3, hcDAF-12 act -1.4, NPR2 activator -1, hgDAF12 agonist 8.4, SMARCA2 activ 1 and DAX1 inh-2 -2.1.
`COc1cccc(CNC(=O)CCn2ccc3cc(S(=O)(=O)N4CCC(C)CC4)ccc32)c1` gave NPR1 activator 1, KLK7 zymogen act 0.5, ssDAF-12 act -0.6, DAX1 inh-1 -0.9, FXN GAA850 act 0.5, sPLA2-III inh -23, hcDAF-12 act -1.7, NPR2 activator 6, hgDAF12 agonist -3.7, SMARCA2 activ -1 and DAX1 inh-2 -0.2.
COc1cc(C(=O)OCC(=O)Nc2sccc2C(N)=O)cc(OC)c1OC was read as NPR1 activator 4, KLK7 zymogen act 0.9, ssDAF-12 act -2.3, DAX1 inh-1 -7.3, FXN GAA850 act -6.7, sPLA2-III inh -6, hcDAF-12 act -4.2, NPR2 activator 4, hgDAF12 agonist -6.0, SMARCA2 activ -2 and DAX1 inh-2 -5.2.
`COc1cccc(OC)c1C(=O)Nc1ccc(N2CCN(C(=O)c3ccco3)CC2)cc1` gave NPR1 activator 0, KLK7 zymogen act 0.0, ssDAF-12 act -0.9, DAX1 inh-1 0.9, FXN GAA850 act 1.4, sPLA2-III inh 3, hcDAF-12 act 1.4, NPR2 activator -4, hgDAF12 agonist 2.3, SMARCA2 activ 0 and DAX1 inh-2 1.0.
For COC(=O)c1ccc(NC(=O)c2ccccc2NS(=O)(=O)c2ccccc2)cc1 the results were NPR1 activator 7, KLK7 zymogen act 0.8, ssDAF-12 act -1.5, DAX1 inh-1 -2.5, FXN GAA850 act -4.0, sPLA2-III inh -42, hcDAF-12 act -2.1, NPR2 activator 5, hgDAF12 agonist -3.9, SMARCA2 activ -6 and DAX1 inh-2 -1.1.
For CS(=O)(=O)N(CC(=O)NCc1ccccc1)c1ccc(Cl)cc1 the results were NPR1 activator -1, KLK7 zymogen act 1.0, ssDAF-12 act -1.1, DAX1 inh-1 0.3, FXN GAA850 act -0.7, sPLA2-III inh -3, hcDAF-12 act 0.9, NPR2 activator -2, hgDAF12 agonist 1.2, SMARCA2 activ 5 and DAX1 inh-2 0.1.
O=C1CN(C(=O)COC(=O)CCCOc2ccccc2)c2ccccc2N1 was read as NPR1 activator 1, KLK7 zymogen act 0.1, ssDAF-12 act -1.6, DAX1 inh-1 0.0, FXN GAA850 act 1.7, sPLA2-III inh 3, hcDAF-12 act 0.7, NPR2 activator 4, hgDAF12 agonist -1.7, SMARCA2 activ 0 and DAX1 inh-2 0.1.
COc1ccc(N2C(=O)C3C(C2=O)C3(c2ccccc2)c2ccccc2)cc1 (stereo not given) was read as NPR1 activator 1, KLK7 zymogen act 1.1, ssDAF-12 act -2.1, DAX1 inh-1 0.4, FXN GAA850 act 0.1, sPLA2-III inh -6, hcDAF-12 act -1.6, NPR2 activator -1, hgDAF12 agonist -2.6, SMARCA2 activ -6 and DAX1 inh-2 -0.5.
`N#CC1=C(N)N2C(=C(C#N)C13CCN(Cc1ccccc1)CC3)Nc1ccccc12` gave NPR1 activator 0, KLK7 zymogen act -7.0, ssDAF-12 act -0.7, DAX1 inh-1 -0.4, FXN GAA850 act -13, sPLA2-III inh -10, hcDAF-12 act -1.4, NPR2 activator -2, hgDAF12 agonist 0.5, SMARCA2 activ -2 and DAX1 inh-2 -0.7.
`CCN(CC(=O)NC1CCS(=O)(=O)C1)C(=O)C(c1ccccc1)c1ccccc1` (stereo not given) gave NPR1 activator -3, KLK7 zymogen act 0.0, ssDAF-12 act -1.1, DAX1 inh-1 1.9, FXN GAA850 act 0.0, sPLA2-III inh 10, hcDAF-12 act -1.4, NPR2 activator -2, hgDAF12 agonist -3.1, SMARCA2 activ 3 and DAX1 inh-2 -0.3.
`CC(=O)Nc1ccc(-c2ccnc3c2CC(C(=O)Nc2cccc(C(F)(F)F)c2)O3)cc1` (stereo not given) gave NPR1 activator -6, KLK7 zymogen act 0.1, ssDAF-12 act -0.9, FXN GAA850 act -8.3, sPLA2-III inh -17, hcDAF-12 act -1.3, NPR2 activator 11, hgDAF12 agonist -0.7, SMARCA2 activ -4 and DAX1 inh-2 -2.9.
Cc1ncc(CN2CCC(C(=O)Nc3cccc(-c4cscn4)c3)CC2)cn1 was read as NPR1 activator -3, KLK7 zymogen act -0.3, ssDAF-12 act -0.8, DAX1 inh-1 -0.8, FXN GAA850 act -0.7, sPLA2-III inh -1, hcDAF-12 act -1.6, NPR2 activator -2, hgDAF12 agonist -2.9, SMARCA2 activ -3 and DAX1 inh-2 -2.9.
`Cc1ccc(-c2cc(-c3ccc(C)o3)nc(N)c2C#N)cc1` gave NPR1 activator 14, KLK7 zymogen act -7.8, ssDAF-12 act -1.6, DAX1 inh-1 -1.1, FXN GAA850 act -0.7, sPLA2-III inh 6, hcDAF-12 act -0.8, NPR2 activator 16, hgDAF12 agonist 1.1, SMARCA2 activ 0 and DAX1 inh-2 -1.1.
Screening CCOC(=O)C1=C(N)Oc2cc(O)ccc2C1c1ccc(F)cc1F (stereo not given) returned NPR1 activator 3, KLK7 zymogen act 2.5, ssDAF-12 act 0.0, DAX1 inh-1 -0.1, FXN GAA850 act -1.2, sPLA2-III inh -1, hcDAF-12 act -0.5, NPR2 activator 0, hgDAF12 agonist -0.9, SMARCA2 activ -2 and DAX1 inh-2 0.1.
CCN(CC)S(=O)(=O)c1ccc(NC2c3ccccc3C(=O)N2Cc2ccc3c(c2)OCO3)cc1 (stereo not given) was read as NPR1 activator -1, KLK7 zymogen act 0.3, ssDAF-12 act -1.2, DAX1 inh-1 0.0, FXN GAA850 act 2.4, sPLA2-III inh 5, hcDAF-12 act 1.4, NPR2 activator 2, hgDAF12 agonist 1.0, SMARCA2 activ 0 and DAX1 inh-2 1.4.
`O=C1c2ccccc2C(=O)N1c1cccc(-c2nc3ccccc3o2)c1` gave NPR1 activator 3, KLK7 zymogen act -0.2, ssDAF-12 act -1.1, DAX1 inh-1 0.2, FXN GAA850 act 0.4, sPLA2-III inh 7, hcDAF-12 act -1.8, NPR2 activator 4, hgDAF12 agonist 0.3, SMARCA2 activ 2 and DAX1 inh-2 0.1.
`Cc1c(C#N)c2n(c1C)CCCC(=O)N2` gave NPR1 activator -2, KLK7 zymogen act 0.5, ssDAF-12 act -0.8, DAX1 inh-1 1.0, FXN GAA850 act -0.8, sPLA2-III inh -3, hcDAF-12 act -0.6, NPR2 activator 2, hgDAF12 agonist 1.8, SMARCA2 activ 2 and DAX1 inh-2 -2.0.
`COC(=O)CN1C(=O)C(O)(CC(=O)c2ccc(C)cc2)c2cc(Br)ccc21` (stereo not given) gave NPR1 activator -3, KLK7 zymogen act 0.3, ssDAF-12 act -0.9, DAX1 inh-1 4.5*, FXN GAA850 act 1.4, sPLA2-III inh -2, hcDAF-12 act -0.6, NPR2 activator -9, hgDAF12 agonist 4.7, SMARCA2 activ -2 and DAX1 inh-2 -0.8.
COCCNC(C)C(=O)Nc1ccc(Br)cc1 (stereo not given) was read as NPR1 activator -2, KLK7 zymogen act 0.5, ssDAF-12 act -1.6, DAX1 inh-1 -0.3, FXN GAA850 act 0.5, sPLA2-III inh 4, hcDAF-12 act 0.1, NPR2 activator 2, hgDAF12 agonist -1.1, SMARCA2 activ 0 and DAX1 inh-2 -0.3.
`COc1ccc(NC(=O)CN(c2ccccc2)S(=O)(=O)c2ccccc2)c(OC)c1` gave NPR1 activator -2, KLK7 zymogen act 0.5, ssDAF-12 act 0.3, DAX1 inh-1 -1.8, FXN GAA850 act 1.1, sPLA2-III inh -7, hcDAF-12 act -0.8, NPR2 activator -1, hgDAF12 agonist -1.3, SMARCA2 activ -5 and DAX1 inh-2 0.3.
For COc1ccc(NS(=O)(=O)c2ccc(Cl)c(NC(=O)c3ccccc3F)c2)cc1 the results were NPR1 activator 0, KLK7 zymogen act 0.0, ssDAF-12 act -0.2, DAX1 inh-1 -1.6, FXN GAA850 act 0.9, sPLA2-III inh -27, hcDAF-12 act -2.3, NPR2 activator 4, hgDAF12 agonist -1.1, SMARCA2 activ -5 and DAX1 inh-2 0.0.
For O=C(/C=C/c1ccc2c(c1)OCCCO2)c1ccc2ccccc2c1O the results were NPR1 activator 4, KLK7 zymogen act -1.3, ssDAF-12 act -0.8, DAX1 inh-1 -0.1, FXN GAA850 act 6.8, sPLA2-III inh 0, hcDAF-12 act -1.6, NPR2 activator 6, hgDAF12 agonist -1.6, SMARCA2 activ 1 and DAX1 inh-2 0.4.
CCC(=O)Nc1ccc(N2CCOCC2)c(S(=O)(=O)Nc2ccc(OC)cc2)c1 was read as NPR1 activator -2, KLK7 zymogen act 0.1, ssDAF-12 act -1.5, DAX1 inh-1 -0.1, FXN GAA850 act -0.4, sPLA2-III inh -2, hcDAF-12 act -1.3, NPR2 activator -5, hgDAF12 agonist -0.1, SMARCA2 activ 1 and DAX1 inh-2 -0.7.
COc1cccc(Oc2coc3c(CN4CCOCC4)c(O)ccc3c2=O)c1 was read as NPR1 activator 9, KLK7 zymogen act 181*, ssDAF-12 act -1.3, DAX1 inh-1 1.1, FXN GAA850 act 3.7, sPLA2-III inh -5, hcDAF-12 act -2.2, NPR2 activator 2, hgDAF12 agonist -2.1, SMARCA2 activ -1 and DAX1 inh-2 -0.3.
NC(=O)c1ccc(N2CCCC2)nc1 was read as NPR1 activator -2, KLK7 zymogen act 0.4, ssDAF-12 act -1.1, DAX1 inh-1 -1.1, FXN GAA850 act -0.5, sPLA2-III inh 3, hcDAF-12 act 0.1, NPR2 activator 3, hgDAF12 agonist 2.8, SMARCA2 activ 1 and DAX1 inh-2 -0.2.
`Cc1cc(NC(=O)C2CC(c3ccc(F)cc3)=NO2)n(-c2ccccc2)n1` (stereo not given) gave NPR1 activator 4, KLK7 zymogen act -0.5, ssDAF-12 act -1.2, DAX1 inh-1 -0.6, FXN GAA850 act 1.1, sPLA2-III inh 2, hcDAF-12 act -2.0, NPR2 activator 2, hgDAF12 agonist -1.2, SMARCA2 activ 0 and DAX1 inh-2 -0.5.
For CCN(CC(=O)NC1CCS(=O)(=O)C1)S(=O)(=O)c1cc(C)ccc1C (stereo not given) the results were NPR1 activator -5, KLK7 zymogen act 0.3, ssDAF-12 act -1.1, DAX1 inh-1 0.3, FXN GAA850 act -0.1, sPLA2-III inh -1, hcDAF-12 act 1.3, NPR2 activator -1, hgDAF12 agonist -0.5, SMARCA2 activ -3 and DAX1 inh-2 1.8.

As a short view, two of the compounds above:
COCCNC(C)C(=O)Nc1ccc(Br)cc1 (stereo not given) was read as NPR1 activator -2, KLK7 zymogen act 0.5, ssDAF-12 act -1.6, DAX1 inh-1 -0.3, FXN GAA850 act 0.5, sPLA2-III inh 4, hcDAF-12 act 0.1, NPR2 activator 2, hgDAF12 agonist -1.1, SMARCA2 activ 0 and DAX1 inh-2 -0.3.
`COc1ccc(NC(=O)CN(c2ccccc2)S(=O)(=O)c2ccccc2)c(OC)c1` gave NPR1 activator -2, KLK7 zymogen act 0.5, ssDAF-12 act 0.3, DAX1 inh-1 -1.8, FXN GAA850 act 1.1, sPLA2-III inh -7, hcDAF-12 act -0.8, NPR2 activator -1, hgDAF12 agonist -1.3, SMARCA2 activ -5 and DAX1 inh-2 0.3.
